A549 tox: counter-screen for Nrf2 inhibitors: cytotoxicity in A549 cells; A549 ARE-Fluc cells, CellTiter-Fluor viability, 18-24 h; Potency, µM (titrated, usually from 46 µM), without a hit: top-dose activity change, negative = cytotoxicity, actives largely listed as inhibitors; 390,000 tested, 0.16% active; AID 504648; further: potency means the concentration at half of the fitted maximal effect; on the % scale 0 is the no-effect control and ±100 the full control effect
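Cytotoxicity counterscreen: CellTiter-Fluor fluorescence was measured in A549 ARE_Fluc cells after 18-24 h of compound exposure in a concentration series. The subsequent BugLite luminescent read reports ARE-luciferase activity.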
ATXN2 expr inh: ATXN2 expression inhibition; 360,000 tested, 0.72% active; HEK-293 ATXN2-luciferase reporter, luminescence, 24 h; Potency, µM (doses to about 57 µM), for inactives: at the top dose activity change, negative = inhibition, hits mostly inhibitors; further: potency means the concentration at half of the fitted maximal effect; on the % scale 0 is the no-effect control and ±100 the full control effect; nearly all actives have a fitted effect of over 55% in size
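qHTS (up to 57 uM final) was run with 24 h compound exposure of reporter cells at 37 °C. Each well was multiplexed: SteadyGlo luminescence measured ATXN2-luciferase expression after a fluorogenic Gly-Phe-AFC viability readout (25 uM final).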
IL-2 act: activators of IL-2 | IL-2 activation reporter assay, cell-based qHTS; stimulated with anti-CD3/CD4/CD28 beads; in transgenic mouse T cells | activation, % (series mostly up to about 46 µM) | 360,000 tested, 0.065% active; in the data active means activation above about 50%; inconclusive means mostly about 30% to 49%; further: 0% is about no effect
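Unstimulated transgenic mouse T cells preincubated 60 min with compound, then stimulated with anti-CD3/anti-CD4-coated beads plus anti-CD28 for 18 h at 37 degrees C. IL-2 response read as EGFP and DsRed fluorescence by plate cytometry.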
Nrf2 block: inhibitors of Nrf2 signaling | A549 ARE-Fluc reporter, luciferase luminescence, 18-24 h | Potency, µM (titrated, usually from 46 µM), for inactives: at the highest dose activity change, negative = inhibition, actives largely listed as inhibitors | 360,000 tested, 2.1% active; further: potency means the concentration at half of the fitted maximal effect; on the % scale 0 is the no-effect control and ±100 the full control effect; nearly all actives have a fitted effect of over 60% in size
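Two sequential reads on A549 ARE_Fluc cells exposed to compound for 18-24 h: a CellTiter-Fluor fluorescence read for viability, then a luciferase luminescence read for Nrf2/ARE activity.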
EPAC2 agonist: activates human EPAC2 exchange factor. EPAC2 activation, biochemical qHTS; response scale: 100% = 6.5 mM cAMP response. AID 720711. Potency, µM (doses to about 154 µM), for inactives: top-dose activation, usual class: activators. Q8WZA2. 360,000 tested, 0.079% active; further: potency means the concentration at half of the fitted maximal effect; nearly all actives have a fitted effect of over 50% in size
Target sequence (Q8WZA2 whole entry, looked up): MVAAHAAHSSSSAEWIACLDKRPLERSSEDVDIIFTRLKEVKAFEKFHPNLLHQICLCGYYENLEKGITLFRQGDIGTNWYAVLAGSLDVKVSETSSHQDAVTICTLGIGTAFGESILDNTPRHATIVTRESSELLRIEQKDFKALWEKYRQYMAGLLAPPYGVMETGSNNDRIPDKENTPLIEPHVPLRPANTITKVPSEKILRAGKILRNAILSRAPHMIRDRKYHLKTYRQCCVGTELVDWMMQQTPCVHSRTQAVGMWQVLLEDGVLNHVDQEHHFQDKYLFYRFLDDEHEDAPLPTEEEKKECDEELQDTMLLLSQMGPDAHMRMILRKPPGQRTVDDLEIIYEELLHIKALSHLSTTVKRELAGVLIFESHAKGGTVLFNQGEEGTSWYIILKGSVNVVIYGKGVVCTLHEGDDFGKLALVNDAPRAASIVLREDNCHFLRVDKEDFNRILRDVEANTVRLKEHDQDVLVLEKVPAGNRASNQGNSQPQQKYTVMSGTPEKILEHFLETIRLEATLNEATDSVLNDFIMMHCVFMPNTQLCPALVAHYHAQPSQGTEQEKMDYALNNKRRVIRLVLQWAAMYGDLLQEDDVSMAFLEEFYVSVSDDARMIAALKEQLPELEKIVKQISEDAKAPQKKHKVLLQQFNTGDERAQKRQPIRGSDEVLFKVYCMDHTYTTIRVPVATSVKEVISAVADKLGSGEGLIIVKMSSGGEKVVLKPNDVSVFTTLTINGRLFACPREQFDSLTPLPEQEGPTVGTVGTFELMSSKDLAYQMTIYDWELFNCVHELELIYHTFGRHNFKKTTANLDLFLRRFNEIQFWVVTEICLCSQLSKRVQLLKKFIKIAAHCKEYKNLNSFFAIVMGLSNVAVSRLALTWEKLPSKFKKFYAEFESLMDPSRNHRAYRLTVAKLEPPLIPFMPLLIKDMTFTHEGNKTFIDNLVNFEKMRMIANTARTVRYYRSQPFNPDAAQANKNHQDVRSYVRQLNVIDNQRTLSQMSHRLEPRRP
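Fluorescence exchange assay: 100 nM EPAC2 with 250 nM RAP1B-BODIPY-GDP and 50 uM GDP; compounds tested as a concentration-titration series (qHTS). Loss of Rap1-bound BODIPY-GDP fluorescence read at 480/540 nm; data normalized to 6.5 mM cAMP.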
HepG2 viability: HepG2 cytotoxicity, counter-screen for TGF-b inhibitors; HepG2 CAGA-GFP viability, ATP luminescence, 18 h; Potency, µM (doses to about 46.1 µM), for the others: top-dose activity change, negative = cytotoxicity, hits mostly cytotoxic; 410,000 tested, 0.76% active; AID 588856; further: potency means the concentration at half of the fitted maximal effect; some results filed as inactive show a strong effect at the top dose
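HepG2 CAGA-GFP cells (1000/well, DMEM with 1% FBS) received compound, then TGF-beta at 500 pg/mL final, and were incubated 18 hours at 37 degrees C. Viability was read by CellTiter-Glo luminescence. Media-only wells were set as complete cell-killing and DMSO as no toxicity.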
TGFb SMAD3 inh: inhibitors of TGF-b signaling | HepG2 CAGA-GFP TGF-b/SMAD3 reporter, GFP fluorescence, 18 h; TGF-beta stimulated, 500 pg/mL final | Potency, µM (titrated, usually from 46.1 µM), for the others: at the top dose activity, negative = inhibition, actives largely listed as inhibitors | 410,000 tested, 1.2% active | AID 588855; further: potency means the concentration at half of the fitted maximal effect; on the % scale 0 is the no-effect control and ±100 the full control effect; nearly all actives have a fitted effect of over 65% in size
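TGF-beta reporter screen: HEPG2 CAGA-GFP, 1% FBS, 500 pg/mL TGF-beta final, 18 h; per-cell GFP summed per well; curves fitted and categorized by class.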
S2 tox: reduces viability in counter-screen for ATXN expression inhibitors; 400,000 tested, 0.49% active; Potency, µM (top dose mostly 56.7 µM), hits mostly cytotoxic; AID 651635; S2 cells (HEK-293 line with an ATXN2-luciferase reporter) viability, CellTiter-Fluor protease fluorescence, 24 h; further: potency means the concentration at half of the fitted maximal effect; nearly all actives have a fitted effect of over 40% in size
Nrf2 activator: Nrf2 pathway activation. Potency, µM (doses to about 46.1 µM), for inactives: at the top dose activation, usual class: activators. AREc32 ARE-luciferase reporter (MCF7-derived line), luminescence, 24 h. AID 624171. 410,000 tested, 0.31% active; further: potency means the concentration at half of the fitted maximal effect; % of control where 0% means no effect; nearly all actives have a fitted effect of over 65% in size
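Nrf2 activation is followed as ARE-luciferase induction in the AREc32 line after one day of compound treatment; luminescence is read with Steady-Glo.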
* = called active by the depositor; i = inactive; ? = inconclusive; . = not tested or not shown; [ ] = dose if it differs, or a comment. Unless noted, the call rests on the fitted dose curve; in most records, active means well fitted curve in the direction sought with a large enough effect; inconclusive means small, poorly fitted or top-dose-only effect, or another doubt; inactive means no such curve, though single readings can be large; an effect the other way counts as inactive or inconclusive.

Molecule	A549 tox	ATXN2 expr inh	IL-2 act	Nrf2 block	EPAC2 agonist	HepG2 viability	TGFb SMAD3 inh	S2 tox	Nrf2 activator
COc1ccc(OCC(O)CN2CCN(c3ccc(Cl)cc3)CC2)cc1 (centres undefined)	-2%	.	-0.4	?	4%	1%	-14%	i	-1.2%
N#CCCN(C(=O)CN1C(=O)NC2(CCCC2)C1=O)c1ccccc1F	3%	-9%	-2.5	-6%	4%	3%	12%	i	1.6%
CCOc1ccc(CCNC(=O)CCCc2nnc3n(C)c(=O)c4sccc4n23)cc1OCC	1%	10%	.	-3%[9.27 µM]	.	-1%	5%	i	-0.1%
COc1cccc(CN2CCNC(=O)C2CC(=O)NCCN2CCCCC2=O)c1 (centres undefined)	8%	-14%	0.4	3%	7%	1%	2%	i	0.0%
CCc1cccc(C)c1NC(=S)NCC(c1cccnc1)N1CCOCC1 (centres undefined)	-4%	-1%	-2.8	10%	5%	18%	0%	i	-0.1%
C/C(=N\Nc1nc(-c2ccccc2)cs1)c1cccs1	-14%	123%[activator]	0.1	?	-3%	-3%	14%	i	17%
Cc1cc(C(=O)NCc2ccc(S(N)(=O)=O)cc2)cs1	10%	4%	-3.4	4%	12%	-6%	1%	i	-0.8%
COc1ccc(NS(=O)(=O)c2ccc(O)c(C(=O)OCC(=O)N3CCCCC3)c2)cc1	11%	11%	0.4	9%	5%	9%	0%	i	-0.5%
COC(=O)c1ccc(C2/C(=C(/O)c3ccc(OC)cc3)C(=O)C(=O)N2CC2CCCO2)cc1 (centres undefined)	2%	0%	-0.4	-17%	-1%	-10%	-8%	i	0.2%
Cc1nn(CC(=O)NCCCN2CCCCC2)c(=O)c2cccn12	-2%	.	-0.4	-1%	-2%	-28%	26%	.	0.0%
O=C(O)Cc1cn(-c2ccccc2)nc1-c1ccccc1	-6%	11%	2.5	-12%	3%	-7%	-15%	i	0.1%
CC1=C(C(N)=O)C(c2cccs2)NC(=S)N1 (centres undefined)	-2%	14%	0.0	0%	10%	-14%	-3%	i	0.0%
CCn1c(CC(=O)Nc2ccc(C)cc2)nnc1SCC(=O)N1CCOCC1	1%	-4%	-2.8	1%	8%	11%	9%	i	-0.8%
COc1ccc(-c2c(-c3cccc(C)c3)oc3ccc(-c4ccc5c(c4)OCO5)cc23)cn1	2%	2%	-0.4	20%	0%	3%	?	i	0.3%
CN(C)C(=O)CCc1ccc2c3c([nH]c2c1)[C@]1(CCC2CCCC2)[C@@H](C(=O)N2CCOCC2)C[C@H](CC(=O)NCc2cccc(C(F)(F)F)c2)C(=O)N1CC3	-29%	?	-0.8	?	-7%	-59%	11µM*	.	-1.7%
CC1CN(C(=O)N2CCC(C(=O)NCCC3=CCCCC3)CC2)c2ccccc2O1 (centres undefined)	10%	.	.	0%	.	0%	7%	.	2.1%
CCC(C)Sc1nnc(CSc2nc(C)cc(C)n2)n1C (centres undefined)	0%	-15%	-1.0	?	-1%	3%	-9%	i	0.2%
Cc1cc(NC(=O)CCC(=O)N(CC(=O)NC2CCCC2)Cc2ccc3c(c2)OCO3)no1	-2%	0%	0.6	0%	-3%	3%	11%	i	0.4%
NC(=O)CSCc1cccc(Br)c1	-1%	-8%	-1.2	3%	6%	-1%	-5%	i	-0.5%
CCCOC(=O)C1=C(C)NC2=C(C(=O)CCC2)C1c1ccc(N(C)C)cc1 (centres undefined)	?	-1%	1.6	.	-5%	1%	-2%	i	0.2%
CNC(=O)C(=O)NCC1OCCN1S(=O)(=O)c1ccc(C)cc1 (centres undefined)	0%	2%	-1.1	-3%	6%	3%	18%	i	0.1%
CCn1nnc(-c2ccccc2NC(=O)c2ccc(-n3cnnn3)cc2)n1	5%	-17%	-2.4	-22%	1%	0%	16%	i	-0.3%
OC(C#CCN1CCCC1)(c1ccccc1)c1cccc(F)c1 (centres undefined)	10%	-1%	-0.8	-4%	-4%	-16%	12%	i	0.0%
c1ccc(Nc2ncnc3sccc23)cc1	4%	18%	0.8	2%	6%	1%	31%[activator]	i	2.5%
CC1(C)CC(=O)C(C=NCC2CCN(C(=O)Nc3ccc(Cl)c(Cl)c3)CC2)=C(O)C1	-4%	62%[activator]	0.1	.	4%	1%	2%	i	-0.7%
CC(C)c1ccc(N2C(=O)N(Cc3ccccc3Cl)c3ccccc3S2(=O)=O)cc1	?	-2%	.	.	.	-11%	-24%	?	0.3%
Cc1ccc(NC(=O)NC2=NN(c3ccccc3)C(=O)/C2=C2/CCCN2C)cc1	-1%	11%	-0.3	0%	4%	-8%	7%	i	2.3%
CC(=O)NCCNc1nc2c(S(=O)(=O)c3ccc(C)c(C)c3)nnn2c2ccc(Cl)cc12	-14%	-14%	.	?	.	-31%	-18%	?	3.5%
CCC(=O)Nc1cc(-c2nn3c(C)nnc3s2)ccc1C	0%	6%	-1.2	2%	2%	1%	-6%	i	-0.1%
CCc1ccccc1NC(=S)N(Cc1ccc(C(=O)O)cc1)Cc1ccc(OC)c(OC)c1	-10%	1%	-1.5	-5%	2%	6%	11%	i	-1.1%
O=C(Cn1ncc2c3ccccc3n(Cc3ccc(Cl)cc3)c2c1=O)NC1CCCCCC1	7%	11%	.	11%	.	1%	16%	i	-0.9%
O=C(N/N=C/c1ccc(OCC(=O)N2CCOCC2)cc1)c1ccccc1Cl	4%	10%	0.0	-4%	2%	3%	15%	i	0.0%
CCOc1ccc(NC(=O)CSc2ccccc2N)cc1	0%	14%	0.1	-19%	1%	0%	-12%	i	6.8%
NC(=O)c1snnc1-c1ccccc1	3%	-11%	-2.4	-10%	7%	9%	14%	i	-1.3%
CC(OC(=O)c1cc2ccccc2o1)C(=O)Nc1ccc(N2CCOCC2)cc1 (centres undefined)	1%	-13%	0.6	10%	6%	-10%	-3%	i	-0.4%
CCCCCCCSc1nnc(-c2ccccc2N)c(=O)[nH]1	1%	2%	0.5	-29%	-4%	-16%	-17%	i	-1.4%
O=C(NCCN1C(=O)S/C(=C/c2cccnc2)C1=O)c1cccs1	1%	5%	0.7	1%	9%	-19%	9%	i	?
Cc1nc2ccc(NC(=O)N(C(C)C)C(C)C)cc2s1	1%	19%	-4.9	4%	3%	-3%	1%	i	-0.1%
Cc1cccc(C(=O)N2CCN(S(=O)(=O)c3ccc4c(c3)OCCCO4)CC2)c1[N+](=O)[O-]	-6%	7%	-3.7	-14%	4%	7%	7%	i	0.5%
C[C@]12c3[nH]c4ccc(Cl)cc4c3CCN1C(=O)[C@@H](CC(=O)NCCC1=CCCCC1)C[C@@H]2C(=O)N1CCCCC1	-6%	16%	-0.4	-3%	0%	-2%	5%	i	-0.5%
CCOCCCNC(=O)C1(O)c2cc(Br)ccc2NC(=O)N1c1ccc(C)c(C)c1 (centres undefined)	2%	8%	-2.5	5%	4%	-4%	5%	i	-0.4%
Cc1cccc(-c2noc(-c3ccc(N4CCCC4)c([N+](=O)[O-])c3)n2)c1	3%	?	.	13%	.	-3%	-28%	i	3.8%
COc1ccc(CC(=O)N2CCN(C(=O)Cc3ccc(OC)cc3)CC2)cc1	-5%	7%	-1.8	6%	-4%	3%	-28%	i	0.4%
CCCOc1ccc(CNC(=O)CCC(=O)n2ncc3cc(C)ccc32)cc1	-12%	?	-1.2	-10%	-4%	9%	-1%	?	0.3%
Cc1nn(-c2ccccc2)c(C)c1C(=O)NCCc1ccccc1	-1%	24%	0.0	?	11%	-14%	3%	i	0.6%
CCOc1ccc(N2C(=O)CC(Sc3nc(C)cc(C)n3)C2=O)cc1 (centres undefined)	5%	5%	-1.5	6%	11%	-30%	-11%	i	0.2%
COc1ccc(CN(C)C(=O)c2ccc3ccccc3n2)cc1F	-1%	1%	1.1	1%	9%	6%	12%	i	0.5%
COc1cc(OC)c(NC(=O)C2CCN(C(=O)c3sc4nc[nH]c(=O)c4c3C)CC2)cc1Cl	17%	.	.	.	.	-11%	3%	.	3.8%
CN(C(=O)c1cccc(NC(=O)Cc2cccc(NC(=O)C3CCCN(C(=O)C4CCCC4)C3)c2)c1)C1CCC1 (centres undefined)	-3%	-19%	0.0	?	-1%	0%	?	i	3.6%
CNC(=S)Nc1ccc(N2CCN(c3ccc(C(F)(F)F)cn3)CC2)nc1	0%	?	1.1	4.1µM*	-5%	-8%	-22%	i	1.5%
NC(=O)C1CN(S(=O)(=O)c2ccc(Cl)cc2F)c2ccccc2O1 (centres undefined)	9%	-14%	-2.9	-2%	-1%	-15%	3%	i	0.2%
CCC(=O)C1=C(c2ccccc2)N(C(=O)CC)n2c(nnc2C2CCCCC2)S1	7%	.	.	.	.	-17%	0%	.	-0.1%
Cc1ccc(-n2c(=O)c3c(n4cnnc24)-c2ccccc2CC32CCCCC2)cc1	-3%	-6%	-1.5	-6%	-2%	7%	18%	i	-0.6%
CCOC(=O)CCc1c(C)nc2cc(C3CCCN(C(=O)OC(C)(C)C)C3)[nH]n2c1=O (centres undefined)	-7%	-1%	-1.0	-2%	-2%	-4%	1%	i	-0.5%

Two entries drawn at random from those above:
Molecule	A549 tox	ATXN2 expr inh	IL-2 act	Nrf2 block	EPAC2 agonist	HepG2 viability	TGFb SMAD3 inh	S2 tox	Nrf2 activator
CNC(=S)Nc1ccc(N2CCN(c3ccc(C(F)(F)F)cn3)CC2)nc1	0%	?	1.1	4.1µM*	-5%	-8%	-22%	i	1.5%
NC(=O)C1CN(S(=O)(=O)c2ccc(Cl)cc2F)c2ccccc2O1 (centres undefined)	9%	-14%	-2.9	-2%	-1%	-15%	3%	i	0.2%
